EP2 mod: modulators of human EP2 prostaglandin E2 receptor. EP2-expressing cells, cAMP HTRF FRET, PGE2 co-stimulation. actives 0.83% (n = 260,000). induction, % at 25 µM;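 active = compounds whose cAMP rise, as percent of the full-agonist control response, exceeds 60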;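 note: rat C6 glioma line stably carrying human EP2 under a CMV promoter; the protocol text gives 20 µM as final concentration; 100% = response of wells given 1 µM PGE2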
Target sequence (P43116 whole entry, looked up): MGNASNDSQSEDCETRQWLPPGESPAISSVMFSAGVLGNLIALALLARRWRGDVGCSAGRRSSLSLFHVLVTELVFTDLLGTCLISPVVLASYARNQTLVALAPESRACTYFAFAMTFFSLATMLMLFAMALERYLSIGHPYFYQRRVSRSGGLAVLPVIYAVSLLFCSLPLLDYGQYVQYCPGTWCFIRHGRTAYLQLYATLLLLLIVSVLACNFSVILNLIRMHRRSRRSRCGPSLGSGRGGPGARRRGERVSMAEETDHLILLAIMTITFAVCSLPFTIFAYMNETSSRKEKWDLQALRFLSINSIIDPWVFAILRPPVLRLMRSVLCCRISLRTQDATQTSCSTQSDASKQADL
Numbers without * were called inactive.

EP2 mod	molecule
7.5	CCOC(=O)Cn1nc(C)n2c(cc3oc(C)cc32)c1=O
25.5	O=C(O)CCCSc1nc2ccccc2s1
-28.8	CC(NC(=O)c1ncoc1-c1ccc(F)cc1)c1ccccn1 (stereo unspecified)
5.1	CCOc1ccc(N(CC(=O)Nc2ccc3c(c2)OCCO3)S(=O)(=O)c2ccc(C)cc2)cc1
-36.1	CCOc1ccc2nc(SCC(=O)Nc3ccc4c(c3)OCCO4)c(C)cc2c1
-34.1	O=C(O)c1ccccc1/C=N/N=C1c2ccccc2-c2ccccc21
53.7	CCc1c(C)[nH]c2ccc(C)cc2c1=S
2.0	CCn1c(COc2ccc(OC)cc2)nnc1SCC(=O)Nc1ccccc1C
1.7	Cc1cc(-c2cnc(C)nc2C2CCN(CC(=O)NCc3ccc4c(c3)OCO4)CC2)on1
-23.2	Cc1cccc2cc(CN(CCCN3CCOCC3)C(=O)NCc3ccccc3)c(=O)[nH]c12
8.3	COc1ccccc1NC(=O)N(Cc1ccc(C)cc1)Cc1cc2cc3c(cc2[nH]c1=O)OCCO3
-35.1	COc1ccccc1NC(=S)N(CCN(C)C)Cc1cc2cccc(C)c2[nH]c1=O
-23.8	COc1ccc(NC(=O)c2ccco2)cc1NC(=O)c1cc(Cl)ccc1Cl
7.4	CCOc1cc(C2NC(=O)NC(C)=C2C(=O)OC)ccc1OC (stereo unspecified)
35.5	CC(C)N(C(=O)CSc1nc(-c2ccccc2)nc2ccccc12)C(C)C
6.5	O=C(Oc1cccc2cccnc12)c1ccccc1
-32.0	Cn1c(COc2ccc(Cl)cc2)nnc1SCC(=O)N1CCCC1
-53.2	C=CCn1c(N2CCC(C(=O)NC(C)c3cc(OC)ccc3OC)CC2)nc2ccccc21 (stereo unspecified)
-38.2	COc1ccc(CC(=O)N2CCC(n3nc(-c4ccoc4C)oc3=O)CC2)cc1
-20.8	COc1ccc(N2CC(C(=O)OCC(=O)Nc3ccccc3C)CC2=O)cc1 (stereo unspecified)
2.5	CCN(CC)c1ccc(C2C(C#N)C(=O)NC(=O)C2[n+]2ccccc2)cc1 (stereo unspecified)
-12.8	COCCCN1C(=O)C(O)=C(C(C)=O)C1c1ccc(O)cc1 (stereo unspecified)
-0.2	CC(=O)OCC[C@H](C)CCC=C(C)C
3.0	Cc1ccc(C2C(C(=O)c3ccco3)=C(O)C(=O)N2Cc2ccccc2)o1 (stereo unspecified)
-22.6	Cc1ccc(-n2ncc3c(=O)n(CC(=O)N4CCCCC4C)cnc32)cc1 (stereo unspecified)
-0.8	Cc1cccc(N2C(=O)c3cccc4c(N5CCNCC5)ccc(c34)C2=O)c1
-50.9	Cc1onc(-c2ccccc2)c1C(=O)Nc1ncc([N+](=O)[O-])s1
-7.9	COc1ccc(N2CCN(C(=O)c3cccs3)CC2)cc1
-1.9	Cc1ccc(C2(O)CCN(Cc3cccc(OCc4ccccn4)c3)CC2)cc1
-16.5	COc1ccc(/C=C(\C#N)C(N)=O)c(OC)c1
-58.4	CC1CCCN(c2nc3c(c(=O)[nH]2)CN(Cc2ccc(F)cc2)CC3)C1 (stereo unspecified)
21.4	COc1cc2ccc(=O)oc2c(O)c1O
11.8	CCS(=O)(=O)N1CCN(S(=O)(=O)c2ccc(S(=O)(=O)N3CCCC(C)C3)cc2)CC1 (stereo unspecified)
0.1	Cc1n[nH]c(C)c1NC(=O)CN1CCCCCC1
-26.6	Cc1cc2c(s1)c1cnn(CC(=O)N3CCOCC3)c(=O)c1n2C
-87.4	O=c1[nH]c2ccc(S(=O)(=O)Nc3ccc(-c4ccccc4)cc3)cc2[nH]1
22.1	OCCCNCc1ccncc1
8.8	Cc1ccc2[nH]c(=O)c(C(c3nnnn3Cc3ccccc3)N3CCN4CCCC4C3)cc2c1 (stereo unspecified)
-20.8	COc1cc(CN2CCC(NC(C)=O)(c3ccc(F)cc3)CC2)c(Cl)cc1O
43.4	COc1ccc(/C(O)=C2/C(=O)C(=O)N(C)C2c2ccccc2Cl)cc1OC (stereo unspecified)
-47.0	Cc1ccc(CNc2nc3ccccc3n2C)cc1
31.9	S=c1nc[nH]c2nc[nH]c12
-74.7	CCC(CC)c1nnc(NC(=O)c2ccc(OC)cc2OC)s1
-26.9	CN1CCc2nc(N)nc(-c3nc(N)nc4c3CN(C)CC4)c2C1
-34.2	Cn1ccnc1Sc1cccc2c1C(=O)c1ccccc1C2=O
57.2	COc1ccc(-n2c(SC)nnc2-c2ccc(Cl)cc2)c(OC)c1
-72.4	COc1ccc2c(c1)NC1(CCNCC1)c1cccn1-2
12.1	CCN1C2=C(C(=O)CCC2)C(c2ccc3c(c2)OCO3)C2=C1CCCC2=O

Exported as labelled records: entries from further up
CCC(CC)c1nnc(NC(=O)c2ccc(OC)cc2OC)s1
  EP2 mod = -74.7

Cn1ccnc1Sc1cccc2c1C(=O)c1ccccc1C2=O
  EP2 mod = -34.2

S=c1nc[nH]c2nc[nH]c12
  EP2 mod = 31.9

CN1CCc2nc(N)nc(-c3nc(N)nc4c3CN(C)CC4)c2C1
  EP2 mod = -26.9

Continued:
EP2 mod	molecule
-68.2	OCCNc1nc(Nc2ccc(F)cc2)nc2ccccc12
-52.2	COc1ccc(OCC(=O)Nc2sc3c(c2C#N)CCCC3)cc1
-10.5	CCOc1cc(C(=O)Nc2nncs2)cc(OCC)c1OCC
-74.2	CCOc1ccc(-c2cc(C(=O)Nc3c[nH]c4ccccc34)[nH]n2)cc1
18.2	C=C1CCC(OC(C)=O)/C(C)=C/C[C@@H]2[C@@H]1CC2(C)C (stereo partly specified)
-19.6	Cc1ccc(C(=O)Nc2ccc(N3CCN(C)CC3)cc2)cc1
17.1	COc1cc(C(c2nnnn2Cc2ccco2)N2CCN(c3ccccc3)CC2)cc(OC)c1OC (stereo unspecified)
-14.0	O=C(NCc1ccccc1)C(c1ccccn1)N(C(=O)c1csnn1)C1CCCC1 (stereo unspecified)
14.6	Cc1ccc(C(=O)CSc2nc(C)cc(SCC(=O)N3CCOCC3)n2)cc1
16.2	Cc1cc(C)n(CCC(=O)N2C[C@H](C(=O)O)[C@@H](c3ccc(F)cc3)C2)n1
8.6	COc1cccc(-n2c(SCC(=O)NC3CCCCC3)nc3ccccc3c2=O)c1
-35.2	Cc1nnc(NC(=O)C2CCN(c3nc4ccccc4n3C)CC2)s1
10.9	CC1CCc2c(sc(NC(=O)C(C)C)c2C#N)C1 (stereo unspecified)
1.6	CCOC(=O)CNC(=O)CSc1nnc(-c2ccc(Br)cc2)n1C
-55.8	COc1ccc(C(O)CN2CCC3(CC2)CC(O)c2cc(F)ccc2O3)cc1 (stereo unspecified)
-50.2	COc1ccc(-c2nnn(CC(=O)Nc3cccc(Cl)c3C)n2)cc1OC
4.8	Cc1ccc(C(C)C)cc1S(=O)(=O)Nc1ccncc1
-30.1	CCc1nn2c(NCCO)c(C)c(C)nc2c1-c1ccc(F)cc1
29.0	COc1cc2cc(C#N)c(SCC(=O)Nc3cccc(C(F)(F)F)c3)nc2cc1OC
9.1	Cc1ccc2cc(C)c3nnc(SCC(=O)N4CCN(C(=O)c5ccco5)CC4)n3c2c1C
-24.5	C[C@@H](Cn1nnc2ccccc21)NC(=O)c1cnccn1
-7.2	CC(C)N(C(=O)Cn1nnc2ccccc21)C(C(=O)NCc1ccco1)c1ccc(Cl)cc1 (stereo unspecified)
-39.6	COc1ccc(Cn2nnnc2CN2CCn3cc(C(F)(F)F)nc3C2)cc1
-15.6	CCN(CC)C(=O)CSc1nc2ccccc2c(=O)n1-c1ccccc1
-38.4	O=C(OCC#CCSc1nnc(-c2ccncc2)o1)c1cccc2ccccc12
15.3	CC(C)C(=O)N1CCN(c2ccc(NC(=O)c3ccccc3F)cc2)CC1
-11.9	CC(C)(C)c1ccc(C(=O)Nc2ccc(NC(=O)c3cccnc3)cc2)cc1
-36.9	CCc1nn(CC(=O)N2C(C)CCCC2C)c(=O)c2cc3occc3n12 (stereo unspecified)
29.7	Cc1ccc(C2=NN(CC(=O)N3CCCC3)C(=O)c3cc4ccccc4n3C2)cc1
6.0	COc1cc2cc(C)c3nnc(SCC(=O)NNC(C)=O)n3c2cc1OC
-43.8	CCn1c2cc(C)oc2c2cnn(CC(=O)OC(C)C)c(=O)c21
-34.8	O=C(Nc1ccc(Cl)cc1)c1snc2c(=O)[nH]cnc12
-8.9	O=C(CN1CCC(n2nnc3ccccc3c2=O)CC1)N1CCCC1
-24.6	CC1CCC(C(C)C)C(OCC(O)C[N+]2(C)CCOCC2)C1 (stereo unspecified)
4.5	COc1ccc(C2(NC(=O)CCn3ncc4ccccc43)CCCC2)cc1
-0.8	CCc1cc(NCC2CC2)n2nc3nc(C)cc(C)c3c2n1
10.7	CC(C)n1c2ccccc2n2c(=O)c(=O)n(CC(=O)N3CCc4ccccc43)nc12
3.0	CCOc1ccc2nc(SCC(=O)OC(C)C)c(C#N)cc2c1
-5.4	N#CCN1CCN(c2ncnc3sc4c(c23)CCCC4)CC1
-42.3	COc1ccc2[nH]c(=O)c(CN(Cc3ccco3)C(=O)Nc3ccc(Cl)cc3)cc2c1
-30.0	CCN(CC)C(=O)C1CCN(Cc2ccccc2)CC1
-14.3	O=C(O)c1ccncc1.O=C(O)c1ccncc1.[NH2-].[NH2-].[Pt]
39.0	CC(C)c1nc(NCCc2ccccn2)c2nnn(Cc3ccccc3F)c2n1
-25.5	COCCNC(=O)CSc1ccc(-c2ccc(F)cc2)nn1
-9.6	Cc1ccc(-n2c(SCC(=O)NC(C)(C)C)nnc2-c2ccoc2C)cc1
-63.1	CC(=O)Nc1nc2c(ccc3ccccc32)s1
11.1	Cc1cc(N2CCCCC2)nc2ccc(Cc3ccc4nc(N5CCCCC5)cc(C)c4c3)cc12
-16.4	CCOC(=O)CNC(=O)CSc1nnc2c3c4c(sc3ncn12)CC(C)CC4 (stereo unspecified)
28.2	N=c1ccn2c(n1)O[C@@H]1C2O[C@H](CO)[C@H]1O (stereo partly specified)
-45.2	Cc1ccccc1-c1nnc(NC(=O)c2ccc3nccnc3c2)s1
-16.5	Cc1ccnc(NC(=O)CCC(=O)N(CC(=O)NC(C)(C)C)c2ccc3c(c2)OCO3)c1
-8.6	O=C(C1CCCCC1)N(Cc1ccco1)c1nc(-c2ccc(F)cc2)cs1
-22.9	Cc1ccc2c(c1)c1n[nH]c(=S)nc1n2Cc1ccccc1
-32.4	CCN(CC)S(=O)(=O)c1csc(C(=O)Nc2cccc(O)c2)c1
17.3	Cn1c(Cc2ccccc2)nnc1SCC(=O)Nc1nc2c(s1)CCCC2
72.5*	N#Cc1cc2cc3c(cc2nc1SCC(=O)NCCc1ccccc1)OCCO3

Ordered by the number under EP2 mod (lowest first): 4 from the list above
| Compound | EP2 mod |
| --- | --- |
| Cc1ccccc1-c1nnc(NC(=O)c2ccc3nccnc3c2)s1 | -45.2 |
| Cc1ccnc(NC(=O)CCC(=O)N(CC(=O)NC(C)(C)C)c2ccc3c(c2)OCO3)c1 | -16.5 |
| N=c1ccn2c(n1)O[C@@H]1C2O[C@H](CO)[C@H]1O (stereo partly specified) | 28.2 |
| N#Cc1cc2cc3c(cc2nc1SCC(=O)NCCc1ccccc1)OCCO3 | 72.5* |

Following part.
EP2 mod	molecule
-25.2	CCOc1ccc2[nH]c(=O)c(CN(Cc3ccco3)C(=O)Nc3ccccc3Cl)cc2c1
-1.9	CC(C)C(=O)Nc1nnc(C2CCCO2)s1 (stereo unspecified)
-313.6	Cc1cc(C)n2nc(C(=O)NC3(c4cccc(F)c4)CCCC3)cc2n1
-2.2	CCN(CC)CCCn1c(SCC(=O)Nc2cccc(F)c2)nnc1-c1ccoc1C
-27.6	COc1ccc(-n2c(CSc3nc(C)cc(C)n3)nnc2SCC(=O)O)cc1
16.2	Cc1ccccc1-c1nnc(SCC(=O)N2c3ccccc3CCc3ccccc32)o1
-4.8	Cc1cc2cc(C(c3nnnn3C3CCCCC3)N3CCC(O)CC3)c(=O)[nH]c2cc1C (stereo unspecified)
-108.9	O=C1C(Cl)=C(NCc2ccco2)C(=O)c2ccccc21
-48.6	COc1ccc(-c2nnn(CC(=O)Nc3c(C)cccc3C)n2)cc1OC
-27.1	Cn1cc([N+](=O)[O-])c(C(=O)NNC(=O)c2sc3ccccc3c2Cl)n1
1.0	COc1ccc(OC)c(C(c2nnnn2C(C)(C)C)N2CCN(c3ccccc3F)CC2)c1 (stereo unspecified)
7.1	Cc1cc(-c2cnc(C)nc2C2CCCN(Cc3cscn3)C2)on1 (stereo unspecified)
57.3	CCC(C)(C)n1nnnc1C(C(C)C)N(Cc1ccco1)Cc1cc2cccc(C)c2[nH]c1=O (stereo unspecified)
13.7	O=S(=O)(O)CCS
-50.7	CCOc1ccc(NC(=O)CSc2nnc(-c3cccnc3)n2CC)cc1
-7.3	C=CCNC(=O)C1CC(=O)N(c2ccc(OCc3c(F)cccc3Cl)cc2)C1 (stereo unspecified)
10.6	COc1cc2cc(C)c(SCC(=O)NC3CCCCC3)nc2cc1OC
-69.9	CC(=O)Nc1ccc(Nc2cc(C)nc3ccc(C)cc23)cc1
-47.9	COCCn1c(SCC(=O)Nc2cccc(OC)c2)nnc1-c1ccoc1C
-13.6	CC(C)(C)NC(=O)CN(Cc1ccco1)C(=O)CNS(=O)(=O)c1ccccc1
10.7	Cc1nc2c(c(=O)[nH]1)CCN(C(=O)c1oc3ccccc3c1C)C2
-49.6	O=C(c1cc(-c2ccccn2)n[nH]1)N1CCN(CCOc2ccc(F)cc2)CC1
-10.1	COc1ccc(NC(=O)C2CCCCN2CCc2ccccc2)cc1OC (stereo unspecified)
22.5	COc1ccc(OC)c(CN2CCc3c(nc(N4CCCCC4)[nH]c3=O)C2)c1
10.6	COc1cc(OC)c(C2SCCN2S(=O)(=O)c2ccc(C)cc2C)cc1OC (stereo unspecified)
-22.7	Clc1ccc(OCc2cccs2)c(CNc2ncn[nH]2)c1
0.5	Nc1ccc(S(=O)(=O)NCCS(=O)(=O)O)cc1
21.1	CCOc1ccc2c(c1)cc(C1OCCO1)c1nn(C)c(=O)n12
-32.9	CN(C1CCCCC1)S(=O)(=O)c1ccc(S(=O)(=O)N2CCCCC2)cc1

Screening results (PubChem)

These rows are one share of the data, so the mix of outcomes need not match the whole.
